ADAM17 inh = inhibits human ADAM17 | recombinant ADAM17, EDANS/DABCYL FRET peptide cleavage | inhibition, % at 6.95 µM | 0.83% of 370,000 active | AID 720648;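 active = inhibition above the mean of compounds lying between control limits plus 3 SD, set per campaign, cut at about 8.5% in these data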;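 also: 0% = DMSO-only wells as the low control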
SIAE primary = human SIAE inhibition, primary screen | Q9HAT2 | SIAE FP-Rh probe binding, fluorescence polarization | inhibition, % at 9.66 µM | 0.69% of 370,000 active;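 active = inhibition above a cutoff: mean of compounds within the control limits plus 3 SD of those, cut at about 17% in these data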;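 also: 0% = plate median of compound wells and 100% = probe without SIAE protein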
Tn7 DDE FP = disrupts Tn7 cyclic peptide binding to fibrin D-Dimer-E complex | 0.13% of 370,000 active | AID 720508 | inhibition, % at 8.3 µM | FP displacement of FITC-Tn7 peptide from fibrin DD(E); 0% = median of compound wells per plate | P02675;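 active = inhibition above the mean of compounds falling within the control limits plus 3 SD of them, cut at about 14% in these data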;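 also: 0% = plate median of compound wells and 100% = 10 µM Aha-Tn7 peptide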
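System: human fibrin DD(E); quantity: Fibrin-DD(E) at 2 µM final; also added: fluorescent Tn7 probe at 0.1 µM; compound dosing: single nominal test concentration of 8.3 µM per compound; schedule: 10 min preincubation, 3 h with tracer, room temperature; detection: fluorescence polarization of the labelled Tn7 tracer; repeats: one replicate per compound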
ARFGAP1 inhibitor = inhibitors of rat ARFGAP1. Arfgap1-stimulated ARF1 GTP hydrolysis, GDP FP detection. AID 651572. 0.26% of 360,000 active. Q62848. inhibition, % at 16.5 µM;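 active = inhibition above a per-plate limit, mean inhibition of low control wells plus 3 SD, cut at about 25% in these data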;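 also: 0% = DMSO wells with enzyme and 100% = wells lacking Arfgap1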
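Material: rat Arfgap1 catalytic domain, aa 1-136; also added: human ARF1(Δ1-17)-GTP substrate; compound dosing: one concentration, 16.5 µM, DMSO 1.26%; incubation: GTP hydrolysis reaction 2 h at 25 °C; measured by: Tracer-displacement fluorescence polarization with EDTA stop, 620/688 nm; evaluation: % inhibition from polarization; repeats: one replicate per compound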
TDP2 absorb = blocks human TDP2 phosphodiesterase activity. O95551. recombinant TDP2, T5PNP hydrolysis, p-nitrophenol absorbance 415 nm. inhibition, % at 12.8 µM. 0.34% of 370,000 active;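 active = inhibition above the mean of all tested compounds plus 3 SD, set per campaign, cut at about 25% in these data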;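 also: 0% = DMSO with enzyme and 100% = buffer with substrate but no TDP2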
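test system = human TDP2 enzyme | input = TDP2 enzyme at 120 nM final | medium = 50 mM Tris-HCl pH 7.5 with Mg2+, KCl, DTT, BSA | also added = T5PNP substrate, 5 mM | times = 2 h at 37 °C | technique = epi absorbance | benchmarks = high control without enzyme, low control DMSO plus TDP2 | replication = each compound tested once, singlicate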
Tn6 DDE FP = DD(E)-Tn6 binding inhibition, primary FP screen. P02675. 0.21% of 370,000 active. Fibrin DD(E) TRITC-Tn6 fluorescence polarization displacement. inhibition, % at 8.3 µM;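 active = inhibition above a per-campaign cutoff: mean of compounds within control limits plus 3 SD, cut at about 15% in these data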;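 also: 0% = median of all compound wells on the plate and 100% = blocking peptide control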
PLCb3 inh = blocks human PLC-beta3 enzyme activity; Q01970; Purified PLC-beta3, fluorogenic substrate, fluorescence; inhibition, % at 12.2 µM; 0.18% of 370,000 active; in the data active = inhibition above about 11%;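 also: 0% = median of compound wells on plate and 100% = full blocker control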
ASAP1 GAP inh = ASAP1 ArfGAP inhibition. ASAP1-stimulated ARF1 GTP hydrolysis, GDP FP detection. 0.19% of 360,000 active. AID 624377. inhibition, % at 16.5 µM. Q9ULH1; in the data active = inhibition above about 25%;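 also: 0% = vehicle with enzyme and substrate and 100% = no enzyme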
ADAM10 inh = ADAM10 inhibition, QFRET primary screen | inhibition, % at 7 µM | O14672 | recombinant ADAM10, EDANS/DABCYL FRET peptide cleavage, 3 h | 0.62% of 370,000 active;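 active = inhibition above a per-campaign cutoff equal to the mean of compounds falling between control-based bounds plus 3 SD, cut at about 20% in these data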;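 also: 0% = DMSO wells while the 100% control is not disclosed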
PLC-gamma1 inh = inhibitors of human phospholipase C gamma1; P19174; purified PLC-gamma1, fluorogenic substrate, fluorescence; inhibition, % at 12.2 µM; 0.84% of 370,000 active; AID 720700; in the data active = inhibition above about 9.5%
Target sequence (P19174 whole entry, looked up): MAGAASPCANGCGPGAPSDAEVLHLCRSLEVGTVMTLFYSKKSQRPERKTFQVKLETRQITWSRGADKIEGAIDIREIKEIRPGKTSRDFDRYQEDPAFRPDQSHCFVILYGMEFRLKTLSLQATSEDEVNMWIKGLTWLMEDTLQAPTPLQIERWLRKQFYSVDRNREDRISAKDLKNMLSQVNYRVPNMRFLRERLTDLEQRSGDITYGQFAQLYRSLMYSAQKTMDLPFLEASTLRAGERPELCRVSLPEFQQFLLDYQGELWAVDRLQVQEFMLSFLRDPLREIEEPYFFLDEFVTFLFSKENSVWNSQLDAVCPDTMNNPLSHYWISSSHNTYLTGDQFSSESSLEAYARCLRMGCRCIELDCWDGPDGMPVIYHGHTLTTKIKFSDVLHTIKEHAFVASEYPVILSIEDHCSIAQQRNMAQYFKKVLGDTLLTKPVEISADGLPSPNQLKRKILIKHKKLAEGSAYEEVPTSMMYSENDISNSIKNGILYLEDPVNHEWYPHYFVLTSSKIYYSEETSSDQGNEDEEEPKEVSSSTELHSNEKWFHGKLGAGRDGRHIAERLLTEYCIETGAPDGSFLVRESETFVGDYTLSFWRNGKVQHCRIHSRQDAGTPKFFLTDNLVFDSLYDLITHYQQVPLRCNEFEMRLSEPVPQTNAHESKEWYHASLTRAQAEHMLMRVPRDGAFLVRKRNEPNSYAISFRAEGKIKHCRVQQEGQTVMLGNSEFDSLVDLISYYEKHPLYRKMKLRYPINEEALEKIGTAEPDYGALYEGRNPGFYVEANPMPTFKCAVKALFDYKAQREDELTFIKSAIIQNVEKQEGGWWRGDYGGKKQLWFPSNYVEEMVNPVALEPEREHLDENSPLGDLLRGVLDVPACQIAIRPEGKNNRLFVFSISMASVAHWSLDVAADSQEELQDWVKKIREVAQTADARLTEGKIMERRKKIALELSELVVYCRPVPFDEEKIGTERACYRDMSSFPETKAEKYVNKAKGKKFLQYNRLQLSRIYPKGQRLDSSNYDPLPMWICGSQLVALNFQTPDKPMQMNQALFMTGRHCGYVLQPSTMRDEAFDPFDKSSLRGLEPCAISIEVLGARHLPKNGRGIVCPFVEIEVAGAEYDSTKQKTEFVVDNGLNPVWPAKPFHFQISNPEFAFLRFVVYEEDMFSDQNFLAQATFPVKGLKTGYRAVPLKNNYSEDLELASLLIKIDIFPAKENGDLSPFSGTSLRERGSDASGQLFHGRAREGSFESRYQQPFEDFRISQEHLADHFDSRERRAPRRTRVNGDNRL
* marks the source's active call; other numbers are inactive results.

Sample of the layout (2 entries):
For FC(F)(F)c1cnc(Sc2nc3nccc(-c4ccc(Cl)cc4)n3n2)c(Cl)c1 the results were ADAM17 inh 2, SIAE primary -3, Tn7 DDE FP 0, ARFGAP1 inhibitor 0, TDP2 absorb 0, Tn6 DDE FP 6, PLCb3 inh 3, ASAP1 GAP inh -6, ADAM10 inh -5 and PLC-gamma1 inh 2.
For COc1ccc(N=Cc2sc3ccccc3c2Cl)cc1 the results were ADAM17 inh -3, SIAE primary -1, Tn7 DDE FP 4, ARFGAP1 inhibitor 14, TDP2 absorb -13, Tn6 DDE FP 1, PLCb3 inh -1, ASAP1 GAP inh -17, ADAM10 inh 2 and PLC-gamma1 inh -2.

All compounds of this part (from the top)
For FC(F)(F)c1cnc(Sc2nc3nccc(-c4ccc(Cl)cc4)n3n2)c(Cl)c1 the results were ADAM17 inh 2, SIAE primary -3, Tn7 DDE FP 0, ARFGAP1 inhibitor 0, TDP2 absorb 0, Tn6 DDE FP 6, PLCb3 inh 3, ASAP1 GAP inh -6, ADAM10 inh -5 and PLC-gamma1 inh 2.
For COc1ccc(N=Cc2sc3ccccc3c2Cl)cc1 the results were ADAM17 inh -3, SIAE primary -1, Tn7 DDE FP 4, ARFGAP1 inhibitor 14, TDP2 absorb -13, Tn6 DDE FP 1, PLCb3 inh -1, ASAP1 GAP inh -17, ADAM10 inh 2 and PLC-gamma1 inh -2.
`Cc1ccc(S(=O)(=O)NC(=O)C2(C)CCN2C(=O)Cc2cccs2)cc1` (stereo not drawn) gave ADAM17 inh -4, SIAE primary 6, Tn7 DDE FP -1, ARFGAP1 inhibitor -2, TDP2 absorb -1, Tn6 DDE FP -3, PLCb3 inh 1, ASAP1 GAP inh -4, ADAM10 inh -6 and PLC-gamma1 inh -1.
COc1ccc(N2CCN(C(=O)c3ccc(NS(=O)(=O)c4ccc(F)cc4)cc3)CC2)cc1 was read as ADAM17 inh -1, SIAE primary 4, Tn7 DDE FP -2, ARFGAP1 inhibitor 12, TDP2 absorb -2, Tn6 DDE FP -2, PLCb3 inh 2, ASAP1 GAP inh -2, ADAM10 inh 2 and PLC-gamma1 inh 1.
Cc1ccc(S(=O)(=O)NCCC(=O)OCc2ccc([N+](=O)[O-])cc2)cc1C was read as ADAM17 inh -1, SIAE primary -2, Tn7 DDE FP -2, ARFGAP1 inhibitor 6, TDP2 absorb 14, Tn6 DDE FP 18*, PLCb3 inh -5, ASAP1 GAP inh 2, ADAM10 inh 6 and PLC-gamma1 inh -1.
For Cc1nc(CNC(=O)C2CCC(=O)N(CCc3ccc(Cl)cc3)C2)sc1C (stereo not drawn) the results were ADAM17 inh -3, SIAE primary 8, Tn7 DDE FP -6, ARFGAP1 inhibitor -10, TDP2 absorb 13, Tn6 DDE FP 4, PLCb3 inh -10, ASAP1 GAP inh -1, ADAM10 inh -15 and PLC-gamma1 inh 3.
For O=S(=O)(c1ccccc1)N1CCN(c2cccc(Cl)c2)CC1 the results were ADAM17 inh -1, SIAE primary -2, Tn7 DDE FP 4, ARFGAP1 inhibitor 4, TDP2 absorb -6, Tn6 DDE FP 3, PLCb3 inh -13, ASAP1 GAP inh 4, ADAM10 inh 3 and PLC-gamma1 inh -3.
S=c1sscc1-c1ccccc1 was read as ADAM17 inh 0, SIAE primary -1, Tn7 DDE FP -6, ARFGAP1 inhibitor 12, TDP2 absorb -5, Tn6 DDE FP -1, PLCb3 inh 2, ASAP1 GAP inh 16, ADAM10 inh 0 and PLC-gamma1 inh 3.
For O=C(COC(=O)c1c(F)cccc1F)Nc1ccc(N2CCCCC2)cc1 the results were ADAM17 inh -4, SIAE primary 1, Tn7 DDE FP -3, ARFGAP1 inhibitor 5, TDP2 absorb 3, Tn6 DDE FP -2, PLCb3 inh -10, ASAP1 GAP inh 0, ADAM10 inh -7 and PLC-gamma1 inh 0.
`c1ccc(OCc2nc(-c3ccncc3)no2)cc1` gave ADAM17 inh -2, SIAE primary -3, Tn7 DDE FP -8, ARFGAP1 inhibitor 6, TDP2 absorb -9, Tn6 DDE FP -4, PLCb3 inh -5, ASAP1 GAP inh -10, ADAM10 inh -3 and PLC-gamma1 inh 0.
`O=C(NCC1CCCO1)c1cnc(Cl)c(Cl)c1` (stereo not drawn) gave ADAM17 inh -3, SIAE primary -6, Tn7 DDE FP 0, ARFGAP1 inhibitor 12, TDP2 absorb -6, Tn6 DDE FP 6, PLCb3 inh -2, ASAP1 GAP inh 11, ADAM10 inh -2 and PLC-gamma1 inh 1.
CCOc1ccc(N2C(=O)Nc3ccc(Br)cc3C2(O)C(=O)NC(C)C)cc1 (stereo not drawn) was read as ADAM17 inh 1, SIAE primary 2, Tn7 DDE FP 0, ARFGAP1 inhibitor 2, TDP2 absorb 1, Tn6 DDE FP 4, PLCb3 inh 3, ASAP1 GAP inh 0, ADAM10 inh 1 and PLC-gamma1 inh -3.
Screening CC12C(=O)N(CCC(=O)O)C(=O)C1C1C=CC2C1 (stereo not drawn) returned ADAM17 inh 4, SIAE primary 2, Tn7 DDE FP -7, ARFGAP1 inhibitor -7, TDP2 absorb -6, Tn6 DDE FP -6, PLCb3 inh 5, ASAP1 GAP inh -11, ADAM10 inh 5 and PLC-gamma1 inh 0.
`Cc1cc(Br)ccc1NC(=O)CNC(=O)CNc1cccc([N+](=O)[O-])c1` gave ADAM17 inh -3, SIAE primary 0, Tn7 DDE FP 0, ARFGAP1 inhibitor 4, TDP2 absorb 4, Tn6 DDE FP 2, PLCb3 inh -8, ASAP1 GAP inh -8, ADAM10 inh -9 and PLC-gamma1 inh -1.
CCCCC/C(=N\NC(=O)CCC(=O)NCc1ccccc1)c1ccccc1 was read as ADAM17 inh -3, SIAE primary -3, Tn7 DDE FP -3, ARFGAP1 inhibitor 22, TDP2 absorb -6, Tn6 DDE FP 0, PLCb3 inh inactive, ASAP1 GAP inh 2, ADAM10 inh 8 and PLC-gamma1 inh 4.
`Cc1cc(C)cc(C(=O)NC(CC(N)=O)c2ccc(N3CCC(Br)CC3)c([N+](=O)[O-])c2)c1` (stereo not drawn) gave ADAM17 inh 7, SIAE primary -1, Tn7 DDE FP -4, ARFGAP1 inhibitor -4, TDP2 absorb -6, Tn6 DDE FP -9, PLCb3 inh -1, ASAP1 GAP inh -5, ADAM10 inh 4 and PLC-gamma1 inh 5.
Screening CNC(=O)CSc1nnc(-c2ccccn2)n1Cc1ccco1 returned ADAM17 inh -4, SIAE primary 1, Tn7 DDE FP -1, ARFGAP1 inhibitor -4, TDP2 absorb -8, Tn6 DDE FP -9, PLCb3 inh -8, ASAP1 GAP inh -2, ADAM10 inh -5 and PLC-gamma1 inh -1.
CC(NS(=O)(=O)c1ccc(Cl)c(Cl)c1)C(=O)OCC(=O)Nc1ccc2c(c1)OCO2 (stereo not drawn) was read as ADAM17 inh 5, SIAE primary 7, Tn7 DDE FP 6, ARFGAP1 inhibitor 14, TDP2 absorb -14, Tn6 DDE FP 4, PLCb3 inh -10, ASAP1 GAP inh 11, ADAM10 inh 6 and PLC-gamma1 inh -5.
Screening Cc1nc2ncnn2c(C)c1Cc1c(Cl)cccc1Cl returned ADAM17 inh 2, SIAE primary 0, Tn7 DDE FP -5, ARFGAP1 inhibitor -7, TDP2 absorb -8, Tn6 DDE FP 1, PLCb3 inh 2, ASAP1 GAP inh 18, ADAM10 inh -4 and PLC-gamma1 inh 3.
`O=C(NCc1cccc(Cl)c1)c1ccc(-c2cccnc2)c2ccoc12` gave ADAM17 inh -1, SIAE primary -9, Tn7 DDE FP 4, ARFGAP1 inhibitor 5, TDP2 absorb -2, Tn6 DDE FP -1, PLCb3 inh 0, ASAP1 GAP inh 2, ADAM10 inh 0 and PLC-gamma1 inh 1.
Screening Cc1ccccc1NC(=O)c1cc(S(=O)(=O)N2CCCCC2)cs1 returned ADAM17 inh -6, SIAE primary -4, Tn7 DDE FP 4, ARFGAP1 inhibitor -7, TDP2 absorb 3, Tn6 DDE FP 2, PLCb3 inh -3, ASAP1 GAP inh -11, ADAM10 inh 8 and PLC-gamma1 inh 2.
For CCNC(=O)COn1c(SCC(=O)NCC)nc2ccccc2c1=O the results were ADAM17 inh -6, SIAE primary 3, Tn7 DDE FP -6, ARFGAP1 inhibitor 4, TDP2 absorb 0, Tn6 DDE FP 4, PLCb3 inh 2, ASAP1 GAP inh -9, ADAM10 inh -6 and PLC-gamma1 inh 2.
`Cc1ccc(C2(c3ccc(C)cc3)NC(=O)N(Cc3c(C)noc3C)C2=O)cc1` gave ADAM17 inh 2, SIAE primary -7, Tn7 DDE FP 4, ARFGAP1 inhibitor -12, TDP2 absorb 0, Tn6 DDE FP 0, PLCb3 inh -1, ASAP1 GAP inh -1, ADAM10 inh 16 and PLC-gamma1 inh 1.
For Cc1cc2n(n1)C(c1ccsc1)Nc1ccccc1-2 (stereo not drawn) the results were ADAM17 inh -8, SIAE primary -13, Tn7 DDE FP -1, ARFGAP1 inhibitor 8, TDP2 absorb -4, Tn6 DDE FP -8, PLCb3 inh -17, ASAP1 GAP inh -14, ADAM10 inh -19 and PLC-gamma1 inh -10.
Screening Cc1ccc(N2CCN(C(=O)C(=O)c3cccc(Br)c3)CC2)cc1 returned ADAM17 inh -7, SIAE primary 1, Tn7 DDE FP -4, ARFGAP1 inhibitor 12, TDP2 absorb 6, Tn6 DDE FP -8, PLCb3 inh -4, ASAP1 GAP inh -3, ADAM10 inh -12 and PLC-gamma1 inh 0.
For O=C(CCN1C(=O)S/C(=C\c2ccccc2)C1=O)N1CCCCC1 the results were ADAM17 inh -3, SIAE primary 4, Tn7 DDE FP -9, ARFGAP1 inhibitor 5, TDP2 absorb 9, Tn6 DDE FP -6, PLCb3 inh -6, ASAP1 GAP inh -7, ADAM10 inh 0 and PLC-gamma1 inh -1.
